# Growth percent in the NCI-60 one-dose screen (48 h, 10 µM unless noted): 100 = growth as untreated, 0 = no growth, -100 = all killed.
# U251 – U251 CNS tumor cells. hit rate 5.4% among 80,000
# OVCAR-8 – OVCAR-8 ovarian cancer. hit rate 4.4% among 81,000. AID 1794782
# OVCAR-3 – OVCAR-3 ovarian cancer; hit rate 7% among 79,000; AID 1794787
# OVCAR-5 – OVCAR-5 ovarian cancer | AID 1794783 | hit rate 2.9% among 82,000
# SF-268 – SF-268 CNS cancer cells; hit rate 3.1% among 82,000
# DU-145 – DU-145 prostate cancer; hit rate 4.2% among 81,000; AID 1794760
# SK-OV-3 – SK-OV-3 ovarian cancer cells; hit rate 3.2% among 80,000
# PC-3 – PC-3 prostate cancer cells; hit rate 3.9% among 80,000; AID 1794754
# OVCAR-4 – OVCAR-4 ovarian cancer cells; hit rate 3.7% among 80,000
# * = called active by the depositor; . = no result given; & = joins results of further samples. Rule for the calls: active = growth percent below 10; inactive = the rest.
1	CCCCC/C=C/C/C=C/CCCCCCCC1=NC(C)(C)CN1C(C)C
2	Cc1cccc(Cc2ccccc2C(=O)c2ccc3ccccc3c2)c1
3	Cc1cc(C)c(-c2cc(O)c(-c3c(C)cc(C)cc3C)cc2O)c(C)c1
4	CSc1ccc(NC(=O)NN(c2ccccc2)C2CCS(=O)(=O)C2)cc1 (stereo not given)
5	O=C1C(Br)=C(c2ccccc2)C(=O)C(Br)=C1c1ccccc1
6	CC1=NN(c2ccccc2)C(c2ccco2)C1 (stereo not given)
7	S=C(Nc1ccccc1)Nc1nccs1
8	CC(=O)Oc1ccccc1C(=O)Nc1ccc(C(=O)/C=C/c2ccncc2)cc1

assay / entry	1	2	3	4	5	6	7	8
OVCAR-8	28.3	96.7	49.4	100.0	91.9	108.8	98.8	82.4
SK-OV-3	68.1	101.5	4.2*	104.4	95.4	102.4	112.1	111.2
OVCAR-5	62.9	96.5	50.7	107.1	96.7	107.6	104.5	64.4
PC-3	28.9	83.7	43.2	96.2	91.5	90.9	.	70.4
SF-268	55.6	108.4	55.3	105.9	101.7	112.3	90.2	85.5
OVCAR-3	17.4	101.6	-25.7*	107.1	109.6	106.8	149.8	33.2
OVCAR-4	27.2	83.9	58.9	96.8	90.0	108.4	90.7	87.5
U251	0.6*	93.5	25.2	99.7	.	103.0	104.1	21.1
DU-145	63.1	112.1	20.3	107.5	105.0	118.9	101.7	35.6

9	N#Cc1c2cccnc2c2nnc3ccccc3n12
10	Cc1cc(N(CCNc2ccnc3cc(Cl)ccc23)Cc2ccc3c(c2)OCO3)nc(N2CCCC2)n1
11	C#C[C@]1(O)CC[C@H]2[C@@H]3CC=C4c5sc(-c6ccc(O)c(O)c6)nc5CC[C@]4(C)[C@H]3CC[C@@]21C
12	O=C1C(Nc2ccc(S(=O)(=O)Nc3ccccn3)cc2)=C(Cl)C(=O)c2ncccc21
13	CCOC(=O)C1=C(C)NC(=O)NC1c1ccc(OCc2cn(-c3ccc(C(C)=O)cc3)nn2)cc1 (stereo not given)
14	COc1ccccc1N1CCN(CCCOc2ccc(C(=O)/C=C3/C(=O)Nc4ccccc43)cc2)CC1
15	CCCCCCOc1ccccc1C(N)=O
16	CC(C)(CCN=C(N)Nc1cnc(C(F)(F)F)nc1)Oc1ccc(C(F)(F)F)cc1

assay / entry	9	10	11	12	13	14	15	16
OVCAR-8	96.8	7.4*	-77.3*	98.7	102.3	65.9	105.5	101.9
SK-OV-3	99.6	40.9	-78.2*	55.9	101.2	79.7	108.7	83.6
OVCAR-5	100.8	20.6	-87.0*	109.7	111.1	32.4	103.7	91.1
PC-3	136.4	36.1	-58.9*	94.0	95.7	40.9	99.1	75.5
SF-268	108.6	22.8	-76.7*	117.6	89.1	86.9	110.5	78.2
OVCAR-3	106.6	-30.7*	-56.3*	59.9	86.7	66.1	116.7	85.3
OVCAR-4	97.7	-44.9*	-68.1*	80.9	105.4	45.2	90.3	81.9
U251	105.3	-17.6*	-94.3*	106.1	.	64.1	95.0	89.3
DU-145	117.6	29.7	-49.4*	94.1	95.3	81.8	108.2	94.8

17	Cc1cccc2cc(-c3cc4ccccc4[nH]3)c(=NC(=O)c3ccc(Cl)cc3)oc12
18	ClCc1ccc(-c2ccccc2)cc1
19	Cc1ccc(C)c2c1[nH]c1ccccc12
20	CC12CCC(=O)N1CCc1[nH]cnc12 (stereo not given)
21	C[C@@H]1O[C@H](Oc2c(-c3ccc(O)c(O)c3)oc3cc(O)cc(O)c3c2=O)[C@H](O)[C@H](O)[C@H]1O
22	O=C1/C(=C/c2ccc(Br)cc2)C=C(c2ccccc2)N1CCc1ccccc1
23	CN(C)C(=O)C1=NC(Cc2c[nH]c3ccccc23)C(=O)N(c2ccc(Cl)cc2)N1 (stereo not given)
24	COc1cc2c(c(O)c1Br)C(=O)c1c(O)cc(C[C@H](C)O)cc1[C@H]2[C@H]1c2cc(C[C@H](C)O)cc(O)c2C(=O)c2c1cc(OC)c(Br)c2O

assay / entry	17	18	19	20	21	22	23	24
OVCAR-8	99.8	99.9	111.7	94.0	102.3	17.7	105.0	10.4
SK-OV-3	91.1	117.6	109.5	93.4	105.1	15.4	108.6	8.8*
OVCAR-5	102.0	109.7	105.9	97.7	101.9	66.0	99.5	0.8*
PC-3	91.6	101.6	99.9	101.0	99.1	22.1	98.0	16.2
SF-268	94.3	111.7	100.1	102.2	103.4	33.7	102.2	19.4
OVCAR-3	106.0	118.3	103.7	109.2	114.5	42.1	123.9	-27.4*
OVCAR-4	100.0	112.1	94.4	109.5	105.0	-17.1*	105.1	11.5
U251	102.1	92.1	101.9	95.3	103.1	7.0*	108.0	10.3
DU-145	108.6	124.5	105.0	106.1	109.2	54.1	100.7	24.5

25	CC(C)(C#N)Nc1ccccc1
26	c1ccc(Nc2ncc3c(n2)CCc2cnc(Nc4ccccc4)nc2-3)cc1
27	c1ccc2c(c1)OCCC2(c1c[nH]c2ccccc12)c1c[nH]c2ccccc12
28	CCCCN(CCCC)C(=O)[C@H](CC)[C@@H]1CC[C@@H](C)[C@@H]([C@H](C)[C@@H](O)[C@@H](C)C(=O)[C@H](CC)C2O[C@]3(C=C[C@@H](O)[C@]4(CC[C@@](C)([C@H]5CC[C@](O)(CC)[C@H](C)O5)O4)O3)[C@H](C)C[C@@H]2C)O1 (stereo not given in full)
29	O=C(NNc1nccc(Nc2ccc(S(=O)(=O)Nc3ccncc3)cc2)n1)c1ccccc1
30	Cc1nn(-c2ccc(Cl)cc2)c(N)c1C1(O)C(=O)Nc2ccc(F)cc21 (stereo not given)
31	CS(=O)(=O)c1ccc2c(c1)c1c(n2C(=O)c2ccc(Cl)cc2)CCCC1=O
32	Oc1ccc(Oc2c(F)c(F)c(Oc3ccc(O)cc3)c(F)c2F)cc1

assay / entry	25	26	27	28	29	30	31	32
OVCAR-8	104.6	98.3	77.4	12.5	99.4	94.8	102.0	74.8
SK-OV-3	106.4	99.4	51.4	-8.6*	107.0	94.8	117.3	95.4
OVCAR-5	100.2	102.2	88.1	24.0	101.5	86.4	96.7	100.0
PC-3	108.5	85.1	37.5	4.3*	100.0	102.8	97.3	87.9
SF-268	113.0	101.7	62.2	19.6	95.3	108.6	99.8	94.3
OVCAR-3	123.7	105.7	74.5	4.1*	100.1	108.9	.	99.5
OVCAR-4	99.5	85.5	60.6	9.9*	105.9	87.9	108.7	85.0
U251	95.4	100.5	61.1	13.9	99.6	108.4	103.0	93.5
DU-145	117.7	104.6	88.6	35.4	105.3	105.2	105.6	125.5

33	Clc1ncc(Br)c(N2CCC3(CC2)OCCO3)n1
34	Cn1nc(CC#N)c2c(=N)n(N)cnc21
35	Cc1cccc(N=C(N)N)c1
36	COc1cc(C2CC(c3ccc(Cl)cc3)=NN2C=O)ccc1Oc1ccnc2cc(Cl)ccc12 (stereo not given)
37	NC(=Nc1ccccc1)SCCCCCSC(N)=Nc1ccccc1
38	CCOc1ccc2c(S(=O)(=O)O)cccc2c1[N+](=O)[O-]
39	CC1(C)CC(=O)c2cc3c(N)c(C(=O)NCc4ccccc4)sc3nc2C1
40	CCOC(=O)c1c(NC(=O)c2ccccc2)sc2c3c(ccc12)OCN(C)C3

assay / entry	33	34	35	36	37	38	39	40
OVCAR-8	101.6	104.1	80.6	44.6	77.2	97.6&103.7	95.6	28.5
SK-OV-3	101.5	99.8	80.2	60.0	83.5	106.3&102.1	111.2	88.5
OVCAR-5	100.3	93.5	105.2	92.7	85.2	112.2&101.8	108.5	-0.6*
PC-3	103.0	96.2	67.2	66.8	61.3	87.4&93.4	95.5	21.7
SF-268	99.5	101.0	80.8	68.6	94.3	96.2&99.1	102.7	9.2*
OVCAR-3	100.6	112.2	92.3	73.4	86.8	111.7&107.1	115.2	52.1
OVCAR-4	105.0	113.9	101.0	28.1	51.1	109.2&122.6	78.5	61.8
U251	92.6	99.4	83.9	72.5	78.1	99.9&101.2	99.8	-13.0*
DU-145	108.2	106.3	105.9	85.7	99.2	116.4&104.3	113.7	11.6

# Overlap with the part before: 3 entries; new compounds follow.
38	CCOc1ccc2c(S(=O)(=O)O)cccc2c1[N+](=O)[O-]
39	CC1(C)CC(=O)c2cc3c(N)c(C(=O)NCc4ccccc4)sc3nc2C1
40	CCOC(=O)c1c(NC(=O)c2ccccc2)sc2c3c(ccc12)OCN(C)C3
41	C=C1CCC[C@@H]2[C@@](C)(Cc3cc(O)ccc3O)C(C)CC[C@]12C (stereo not given in full)
42	C[C@@H]1CC[C@@H]2[C@@H]1[C@H](OC(=O)/C=C/c1ccccc1)[C@]1(C3CCCCC3)C[C@@H](NC(=O)CO)[C@@]2(C)O1
43	CN1CCC[C@]2(C)[C@H]3CC[C@]4(C)C(=O)/C(=C/c5ccccn5)C[C@H]4[C@@H]3CC[C@@H]12
44	COc1cc(Cn2c(SCCC(=O)Nc3ccc(Cl)cc3)nc3ccccc3c2=O)cc(OC)c1OC
45	CCc1cc2n(n1)-c1ccc(C#N)cc1Oc1ccccc1-2
46	Cc1ccc(S(=O)(=O)Nc2ccccc2C)cc1
47	CCOC(=O)c1sc(/N=C2\NC(=O)/C(=C3/C(=O)N(Cc4ccccc4)c4ccccc43)S2)nc1C
48	CC(=O)[C@@]1(O)CC[C@H]2[C@@H]3CCC4=CC(=O)CC[C@]4(C)[C@H]3[C@H](O)C[C@@]21C

assay / entry	38	39	40	41	42	43	44	45	46	47	48
OVCAR-8	97.6&103.7	95.6	28.5	42.7	98.6	78.0	85.1	92.8	106.1	107.6	105.7
SK-OV-3	106.3&102.1	111.2	88.5	98.8	111.7	89.9	92.5	100.2	99.5	102.1	97.0
OVCAR-5	112.2&101.8	108.5	-0.6*	.	94.6	91.3	91.9	106.9	104.4	97.6	106.4
PC-3	87.4&93.4	95.5	21.7	23.6	94.0	106.9	72.1	88.2	103.8	104.7	102.2
SF-268	96.2&99.1	102.7	9.2*	63.3	97.4	82.1	77.3	96.2	99.0	91.6	96.1
OVCAR-3	111.7&107.1	115.2	52.1	65.5	98.6	107.9	.	110.0	105.2	98.8	100.1
OVCAR-4	109.2&122.6	78.5	61.8	47.2	102.3	94.2	77.5	96.0	96.3	100.1	105.4
U251	99.9&101.2	99.8	-13.0*	27.3	111.2	89.4	88.8	90.2	103.4	102.3	100.8
DU-145	116.4&104.3	113.7	11.6	90.0	106.8	80.3	97.9	103.1	103.8	96.1	97.8

49	O[Si](O)(c1cccc2ccccc12)c1cccc2ccccc12
50	N#C/C(=C\c1cccs1)C(=O)Nc1ncc(Cc2ccc(Cl)cc2)s1
51	COc1ccc(-c2nnc(Nc3ccc(C)cc3C)o2)cc1OC
52	O=C1NN/C(c2cc3ccccc3o2)=C\C(=O)C(=O)N1
53	c1nc(NCC2CCCO2)cc(Nc2ccc(OCCN3CCCC3)cc2)n1 (stereo not given)
54	CN(C)c1ccc(C=Nc2cc(S(=O)(=O)O)cc3cc(S(=O)(=O)O)c(N=Nc4ccccc4)c(O)c23)cc1
55	CCNC(=S)NC1C(=O)N(C)C(=O)N(C)C1=O
56	CSc1oc(C)nc1[P+](c1ccccc1)(c1ccccc1)c1ccccc1

assay / entry	49	50	51	52	53	54	55	56
OVCAR-8	96.3	96.7	101.7	94.0	109.5	97.9	108.0	60.1
SK-OV-3	91.0	95.4	.	93.7	104.9	103.7	97.0	57.7
OVCAR-5	107.6	95.5	108.0	101.4	104.0	113.0	88.6	83.1
PC-3	91.1	95.0	96.8	99.6	103.1	94.2	97.6	52.1
SF-268	96.3	92.4	96.1	93.0	95.2	99.8	108.3	54.8
OVCAR-3	100.7	101.1	107.8	98.3	113.7	102.6	113.1	36.9
OVCAR-4	107.0	83.0	102.3	96.5	107.3	110.4	104.4	34.6
U251	95.6	96.4	95.9	98.3	113.0	99.3	106.1	42.2
DU-145	104.4	96.3	101.3	104.0	106.1	107.9	111.5	57.6

57	COC(=O)[C@]12CC[C@@H](C)[C@H](C)[C@@H]1C1=CC(=O)[C@@H]3[C@@]4(C)C[C@@H](O)[C@H](O)[C@@]5(C)COC(=C45)C[C@@]3(C)[C@]1(C)CC2
58	CCCCC(CC)CCC(OC(=O)CSC#N)C(C)CC (stereo not given)
59	O=c1cc(NNC(=S)NCc2ccccc2)c2cc(Br)ccc2[nH]1
60	CCOP(=O)(OCC)C(NC(=O)CN)C(=O)N1CCCCC1 (stereo not given)
61	Cn1cc(-c2csc(-c3cn(C(=O)OC(C)(C)C)c4ccc(Br)cc34)n2)c2ccnc(Cl)c21
62	C=C1CC2(OC1=O)C(=O)N(CCCCCCCN1C(=O)C3(CC(=C)C(=O)O3)c3ccccc31)c1ccccc12 (stereo not given)
63	CCCCOc1ccc(C(=O)OCCNC(C)C)cc1N
64	O=C1Nc2cc(-c3ccc(NC(=O)C4CC4)cc3)ccc2/C1=C/c1ccc[nH]1
65	COc1cc2c(c(OC)c1OC)-c1ccc(NN(C(=O)c3ccccc3)C(=O)c3ccccc3)c(=O)cc1[C@@H](NC(C)=O)CC2 (tested in a mixture with another compound)

assay / entry	57	58	59	60	61	62	63	64	65
OVCAR-8	61.4	95.4	26.4	101.9	59.8	9.1*	99.3	110.0	47.1
SK-OV-3	83.9	104.5	95.5	107.1	82.8	112.2	84.5	104.7	20.8
OVCAR-5	95.9	94.1	97.9	94.4	104.8	45.1	85.3	98.0	68.0
PC-3	49.2	94.5	59.7	102.0	44.2	45.7	74.8	103.8	40.9
SF-268	80.8	111.2	49.3	99.1	82.4	60.3	100.2	104.3	48.9
OVCAR-3	48.3	108.8	18.8	108.4	97.3	3.4*	104.7	110.4	2.1*
OVCAR-4	63.0	104.5	43.8	109.5	65.3	10.2	121.1	73.4	63.4
U251	39.5	97.1	50.3	102.4	45.3	36.5	99.4	84.0	24.8
DU-145	92.7	106.1	92.5	106.5	68.3	58.2	106.7	105.5	3.4*
